# LANA DNA inh = KSHV C-LANA DNA binding inhibition. MBP-C-LANA/FAM-LBS DNA binding, fluorescence polarization. inhibition, % at 9 µM. 0.078% of 340,000 active;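 active = highest replicate inhibition at or above 60% at 9 µM, even if other replicates fall short; inactive = all replicates below 60% inhibition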;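 note: 0% = neutral control wells and 100% = 4 µM acridine orange control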
# Wnt act = activators of Wnt/beta-catenin signaling; 1.2% of 300,000 active; activation, % at 9.35 µM; Wnt/beta-catenin reporter cell assay, activator, plate reader; in the data active = activation above about 30%, passing the limit was not always enough;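 note: 0% = neutral control wells and 100% = positive control wells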
# V-ATPase pH = regulators of yeast V-ATPase proton transport. S. cerevisiae, pHLuorin cytosolic pH fluorescence. 0.37% of 350,000 active. response, % at 10 µM; in the data active = response mostly above about 7.3%, no sharp cut-off; inactive = mostly below about 5.4%; note: actives read high; inactives centre near 0; some compounds called inactive have numbers as strong as hits; reference of the scale not given here
# RTF Ca sens act = increases calcium sensitivity of human cardiac regulated thin filaments; activation, % at 7.2 µM; IANBD-labeled TnC RTF fluorescence at EC20 calcium; 0% EC20 calcium, 100% full calcium; P19429+P45379; 0.24% of 340,000 active;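 active = activation above the mean over all tested compounds plus 3 SD, cut at about 30% in these data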;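 note: rise in fluorescence read as greater calcium sensitivity of cardiac thin filaments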
# OPRM1-OPRD1 ag = OPRM1-OPRD1 heterodimerization agonism; P35372+P41143; cells, luminescence; activation, % at 9.3 µM; 0.3% of 340,000 active; AID 504326; in the data active = activation above about 18%;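 note: 0% = vehicle-treated cells and 100% = reference agonist; values of inactives mirror those of a sister screen read the other way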
# Arr AP2 block = human beta-arrestin and AP2 interaction inhibition. FITC-arrestin peptide / GST-AP2 beads, flow cytometry; AP2 beta2 appendage carries R879A mutation. 0.31% of 340,000 active. AID 504490. inhibition, % at 10 µM;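 active = inhibition above a set limit, near 3 SD of compounds lacking own fluorescence, cut at about 54% in these data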;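 note: plate controls were DMSO wells for no effect and 5 µM unlabelled arrestin peptide for full effect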
#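 system = GST-tagged AP2 beta2-adaptin appendage (R879A) on 4 µm glutathione beads | reagent = FITC-labelled arrestin peptide probe, 50 nM final | schedule = compound with beads 12 min RT, then probe 1 h RT | signal = HyperCyt-sampled flow cytometry, FL1 channel, ex 488/em 535 nm | read-out = percent response from loss of bead-bound FITC fluorescence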
# Keap1-Nrf2 PPI = disrupts human Keap1 binding to Nrf2 peptide; Q14145; 0.15% of 340,000 active; AID 504523; Keap1 Kelch-Nrf2 peptide fluorescence polarization, 1536-well; inhibition, % at 9.4 µM; in the data active = inhibition above about 12%;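 note: human Keap1 Kelch domain with fluorescein labeled Nrf2 9mer peptide probe; 0% = neutral control wells and 100% = peptide positive control; higher means more block of Keap1 binding to Nrf2 peptide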
# Cardiac RTF inh = cardiac RTF calcium desensitization; P19429+P45379; IANBD-labeled cardiac RTF, Ca2+ fluorescence; inhibition, % at 7.15 µM; 0.12% of 340,000 active; AID 493244;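 active = inhibition above the mean inhibition of all tested compounds plus 3 SD, cut at about 17% in these data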;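 note: assay run at fixed EC70 calcium of 1.6 mM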
# MOR-DOR inv ag = inverse agonists of human mu-delta opioid receptor heterodimerization. P35372+P41143. cell-based MOR-DOR heterodimer luminescence, inverse agonism. inhibition, % at 9.3 µM. 0.21% of 340,000 active; in the data active = inhibition above about 22%, passing the limit was not always enough;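 note: 0% = cells with DMSO and 100% = wells without cells with DMSO; values of inactives mirror those of a sister screen read the other way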
# DSG3 Ab inh = blocks pemphigus antibody binding to human desmoglein-3; P32926; DSG3-coupled beads, scFv-anti-DSG3-GFP binding, flow cytometry; hits give low values; binding (percent of control), % at 10 µM; 0.48% of 310,000 active;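 active = binding more than 3 SD below its plate's average and above zero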;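 note: hits lower antibody fragment binding to DSG3; some compounds called inactive have numbers as strong as hits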
# Target sequence (P32926 whole entry, looked up, the tested form may be a part): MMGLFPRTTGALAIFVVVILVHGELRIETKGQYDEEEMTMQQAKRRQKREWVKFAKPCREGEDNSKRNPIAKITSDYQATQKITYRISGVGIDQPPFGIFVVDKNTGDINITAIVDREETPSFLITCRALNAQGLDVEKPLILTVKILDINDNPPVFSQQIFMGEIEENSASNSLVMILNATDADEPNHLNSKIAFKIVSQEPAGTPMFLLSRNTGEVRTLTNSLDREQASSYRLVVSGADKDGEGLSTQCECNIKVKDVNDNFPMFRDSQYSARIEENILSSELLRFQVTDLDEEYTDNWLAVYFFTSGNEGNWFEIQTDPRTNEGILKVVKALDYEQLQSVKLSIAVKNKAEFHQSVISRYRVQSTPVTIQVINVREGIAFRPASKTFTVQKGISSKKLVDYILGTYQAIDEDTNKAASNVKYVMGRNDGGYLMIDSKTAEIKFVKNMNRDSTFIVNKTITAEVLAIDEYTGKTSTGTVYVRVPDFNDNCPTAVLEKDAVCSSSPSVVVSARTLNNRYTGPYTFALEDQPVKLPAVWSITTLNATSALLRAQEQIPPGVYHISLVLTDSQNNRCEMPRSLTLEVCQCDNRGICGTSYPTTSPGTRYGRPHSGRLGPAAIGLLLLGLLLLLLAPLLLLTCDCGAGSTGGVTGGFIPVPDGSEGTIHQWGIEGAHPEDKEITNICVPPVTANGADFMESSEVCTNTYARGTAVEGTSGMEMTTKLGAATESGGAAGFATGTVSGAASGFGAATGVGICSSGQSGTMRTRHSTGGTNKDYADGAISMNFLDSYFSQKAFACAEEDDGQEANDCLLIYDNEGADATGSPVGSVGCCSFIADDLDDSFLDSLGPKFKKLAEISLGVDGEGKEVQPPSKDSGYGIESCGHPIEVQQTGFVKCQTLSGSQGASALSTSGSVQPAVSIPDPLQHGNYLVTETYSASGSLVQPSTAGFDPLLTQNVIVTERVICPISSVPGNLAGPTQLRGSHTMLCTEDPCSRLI
# * hit, by the source's call; nt = not tested or not shown.
SMILES,LANA DNA inh,Wnt act,V-ATPase pH,RTF Ca sens act,OPRM1-OPRD1 ag,Arr AP2 block,Keap1-Nrf2 PPI,Cardiac RTF inh,MOR-DOR inv ag,DSG3 Ab inh
CCOC(=O)Nc1ccc(NS(=O)(=O)c2ccc(C)cc2)cc1,-1.3,2,-3,4,-0.6,3,-1,6,3,nt
S=c1[nH]nc(-c2ccco2)n1/N=C/C(Cl)=C/c1ccccc1,0.0,-3,4,-8,-0.2,-21,1,2,1,100
O=S(=O)(Nc1cccc(S(=O)(=O)N2CCCC2)c1)c1cccs1,-1.9,0,3,8,-2.5,15,-1,-5,12,nt
COc1cccc(CC(=O)OCC(=O)N(C)CC(=O)Nc2ccc(Cl)c(C(F)(F)F)c2)c1,-2.3,6,2,-15,5.0,-2,-4,-6,-34,108
COc1ccc(OC)c(NC(=O)C2CCN(S(=O)(=O)c3ccc4c(c3)CC(C)N4C(C)=O)CC2)c1 (stereo not drawn),-1.4,-2,0,3,-3.6,-10,0,3,19,nt
Cc1c(C(=O)OCC(=O)NCC2CCCO2)cccc1[N+](=O)[O-] (stereo not drawn),0.4,37*,-2,2,-1.1,13,-6,-5,6,103
COc1cccc(CNC(=O)[C@@H](C)N2C(=O)N3CCc4c([nH]c5ccc(OC)cc45)C3(C)C2=O)c1 (stereo partly drawn),1.1,-2,14,15,1.3,17,-4,-4,-6,nt
COc1ccc(O)c(C(=O)c2cnn(C(=O)c3cc(C)oc3C)c2)c1,0.1,-1,3,1,-2.0,-7,-6,0,8,124
COc1ccccc1OCc1nc2ccccc2s1,3.7,nt,1,0,-1.9,17,-4,1,8,104
CCCN(CCC)CCCNC(=O)Cn1cnc2sc(C)c(S(=O)(=O)N3CCOCC3)c2c1=O,0.1,-1,-2,-1,1.2,24,0,13,-9,nt
O=C(NCC1CCS(=O)(=O)C1)Oc1ccccc1 (stereo not drawn),0.8,-3,8,-1,-2.5,8,0,2,12,100
O=C1CN(S(=O)(=O)c2ccc(Cl)cc2)CC(=O)N1CCc1ccccc1,0.2,nt,2,0,1.5,-8,-8,-4,-8,94
Cc1cccc(NC(=O)c2nc[nH]c2C(=O)NCC(=O)OC(C)(C)C)c1,3.1,5,4,3,3.9,nt,2,12,-22,101
CC(OC(=O)c1ccco1)C(=O)NC1CCCCC1 (stereo not drawn),-0.5,-1,-1,-10,-2.4,-2,0,1,15,nt
COc1ccccc1NC1CCCCC1NS(=O)(=O)c1ccccc1 (stereo not drawn),-1.9,1,0,-6,-0.8,-1,-1,-5,4,106
O=C1CCC(=O)N1c1ccc(NC2CCN(Cc3ccccc3)CC2)c([N+](=O)[O-])c1,0.9,-3,-4,-4,nt,6,-6,-8,nt,91
Cc1cn(CCC(=O)Nc2ccc(N3CCOCC3)cc2)c2ccccc12,0.8,16,-6,2,0.5,-1,-5,2,-3,nt
CC(=O)c1cccc(NC(=O)CN(C)Cc2ccc(OC(F)F)cc2)c1,-1.6,2,2,0,-1.5,0,-2,-2,8,101
Cc1nc2ccc(NC(=O)C(F)(F)F)cc2o1,0.8,nt,-1,1,-2.3,6,1,-2,12,97
O=C(Nc1nc2ccc([N+](=O)[O-])cc2s1)c1ccncc1,1.1,34*,0,5,-0.9,10,-2,-11,5,104
O=C(c1cccc2ccccc12)N1CCN(CC2CC=CCC2)CC1 (stereo not drawn),0.2,3,-3,-2,1.2,-1,1,1,-7,103
COCCn1c(COc2ccccc2)nnc1SCC(N)=O,0.8,nt,1,2,-1.0,8,-1,-7,6,98
Cc1oc(C(C)(C)C)cc1C(=O)NCc1ccc2c(c1)OCO2,-0.2,0,7,10,-0.9,-6,1,-6,5,nt
Cc1cc(C)cc(NC(=O)CSc2nc(N)c(NC(=O)c3cccs3)c(=O)[nH]2)c1,0.7,0,-1,3,-1.6,7,3,-10,10,104
O=C(/C=C/c1ccc(Cl)c(Cl)c1)N1CCOCC1,-0.7,5,3,0,-1.0,22,0,-5,5,119
C/C(=N\NC(=O)CN1CCN(Cc2ccc(C)cc2)CC1)c1ccncc1,-1.7,nt,-1,-3,-2.2,-12,1,-18,12,105
COc1ccc(CNc2ccc3cn[nH]c3c2)c(OC)c1OC,0.7,nt,-1,-8,0.8,16,-10,-10,-4,101
CCOc1ccc(NS(=O)(=O)c2ccc3c(c2)CCN3C(C)=O)cc1,-1.6,1,5,1,0.5,20,-3,-11,-2,106
CN(C(=O)c1ccc2c(c1)CCO2)C(C)(C)C,nt,-2,5,nt,nt,21,nt,nt,nt,114
COc1ccc(N=C2SCC(c3ccccc3)=NN2C)cc1,-0.9,0,-1,9,5.1,-18,-3,-3,-27,105
Oc1ccc(/C=N/Nc2nc(-c3ccccc3F)nc3ccccc23)c(O)c1,-0.1,0,5,-3,5.6,40,0,-9,-28,92
N#C/C(=N\Nc1ccc(S(=O)(=O)N2CCc3ccccc32)cc1)C(N)=S,1.0,-1,0,2,-4.7,43,2,-5,24,103
CC(C)NC(=O)CC(=O)N/N=C/c1ccccc1F,-2.1,nt,3,-2,-2.3,-6,-4,-3,13,108
O=C(NCCC1CCCCN1S(=O)(=O)c1ccccc1)C(=O)NCc1ccccc1 (stereo not drawn),-15,0,-1,-5,0.8,-8,-7,-5,-5,99
Cc1ccc(/C=C2\C(=N)N3N=C(CC(=O)N4CCCCC4)SC3=NC2=O)cc1,-1.1,1,-7,-5,-2.4,35,-3,1,12,nt
Cc1ccccc1-n1ncc2c1CC(C)(C)CC2NC(=O)c1cn[nH]c1C (stereo not drawn),0.4,-2,-1,-7,-3.6,-7,2,4,19,104
COc1ccc(CNC(=O)Cn2nc(-c3ccc4c(c3)OCCO4)ccc2=O)cc1,-0.3,nt,-1,-3,5.4,2,1,-2,-28,103
O=C(O)c1ccc(/C=N/Nc2cccc(C(F)(F)F)c2)cc1,-7.4,11,3,1,-1.6,1,-1,4,7,98
O=C(CN1C(=O)NC2(CCCC2)C1=O)NNC(=O)c1ccc(Br)cc1,0.4,-3,0,-2,-0.8,23,1,-17,4,112
COc1cccc(/C=C/C(=O)OCC(=O)NC(=O)NC2CCCC2)c1,16,-13,-3,-3,3.8,-14,36*,0,-20,98
COc1ccc(NC(=O)N2CCCC2C(=O)Nc2ccc(C)c(Cl)c2)cc1 (stereo not drawn),0.6,-9,2,-2,-1.1,16,4,0,6,104
Nn1c(CN2CCCCC2)nc2ccccc2c1=O,1.2,nt,-3,-1,3.6,11,-4,-6,-23,85
C/C(=N\NC(=O)c1ccc2c(c1)OCCO2)c1ccccc1,0.9,47*,3,-9,-2.3,-18,-4,-1,12,115
O=C(Nc1nc2ccccc2s1)c1cccc(N2C(=O)CCC2=O)c1,-0.7,16,1,-2,-2.5,-9,-3,-6,13,99
COc1ccc(C2(C(=O)Nc3ccc(C)cc3)CCOCC2)cc1,0.7,0,0,0,-2.3,4,-4,2,12,98

# Entries of single compounds, looked up by structure. Screens in order: LANA DNA inh | Wnt act | V-ATPase pH | RTF Ca sens act | OPRM1-OPRD1 ag | Arr AP2 block | Keap1-Nrf2 PPI | Cardiac RTF inh | MOR-DOR inv ag | DSG3 Ab inh
# COc1ccc(O)c(C(=O)c2cnn(C(=O)c3cc(C)oc3C)c2)c1 is entered as 0.1 | -1 | 3 | 1 | -2.0 | -7 | -6 | 0 | 8 | 124
# O=C(Nc1nc2ccccc2s1)c1cccc(N2C(=O)CCC2=O)c1 is entered as -0.7 | 16 | 1 | -2 | -2.5 | -9 | -3 | -6 | 13 | 99
# O=C(c1cccc2ccccc12)N1CCN(CC2CC=CCC2)CC1 (stereo not drawn) is entered as 0.2 | 3 | -3 | -2 | 1.2 | -1 | 1 | 1 | -7 | 103

# Carrying on.
SMILES,LANA DNA inh,Wnt act,V-ATPase pH,RTF Ca sens act,OPRM1-OPRD1 ag,Arr AP2 block,Keap1-Nrf2 PPI,Cardiac RTF inh,MOR-DOR inv ag,DSG3 Ab inh
C/C(=N/NC(=O)c1cccs1)c1cccc(N)c1,-0.1,0,0,1,-1.5,-6,-1,3,8,102
COCCn1c(-c2ccc(Cl)cc2)nc2oc3cc(OC)ccc3c(=O)c2c1=O,nt,22,3,nt,nt,4,nt,nt,nt,114
COc1ccc(S(=O)(=O)Nc2cc3[nH]c(=O)oc3cc2C)cc1,1.3,-5,-1,-3,-1.1,28,2,6,5,101
C=CCNC(=O)c1ccc2nc(-c3ccccc3)c(-c3ccccc3)nc2c1,-0.5,0,3,1,1.4,12,2,-9,-7,104
CCOC(=O)c1c(CC(C)C)csc1NC(=O)COC(=O)C1=NNC(=O)CC1,nt,0,-2,-4,3.1,3,nt,-3,-16,103
O=C(O)c1cccc(NC(=O)C2CCCO2)c1 (stereo not drawn),1.7,nt,0,-5,-1.3,-1,3,-2,7,96
COc1ccc(NC(=O)C2CCC(=O)N2S(=O)(=O)c2ccc(C)cc2)cc1Cl (stereo not drawn),2.1,1,3,-4,-1.5,3,-2,-25,8,nt
COc1ccc(OC)c(N=C2C(=O)Nc3ccccc32)c1,-2.4,0,3,-1,-8.3,16,-8,-4,42*,96
CC(C)c1ccccc1-n1c(-c2cccnc2)n[nH]c1=S,-3.2,1,1,3,0.4,-6,0,-6,-2,nt
Cc1ccccc1NC(=O)c1[nH]cnc1C(=O)NN,-0.9,0,-1,5,1.5,-4,-1,-5,-7,104
Cc1cccc(C)c1NC(=O)N1C2CCC1CC(O)(c1cccnc1)C2 (stereo not drawn),4.0,0,-2,-3,-0.9,-8,6,-10,4,92
O=C(CSC1=Nc2ccccc2C2=NC(c3ccccc3)C(=O)N12)NCC1CCCO1 (stereo not drawn),0.2,-3,2,1,-5.0,12,-5,-6,26,103
COc1cc(NC(=O)Cn2cnc(S(=O)(=O)N3CCC(C)CC3)c2)cc(OC)c1OC,-0.6,-2,3,1,0.8,27,7,-6,-4,94
CC1(C)CC(=O)C(C(c2cccc([N+](=O)[O-])c2)C2C(=O)CC(C)(C)CC2=O)C(=O)C1,1.1,0,8,0,-0.6,2,-2,-22,3,115
COCCNc1cc(NCCOC)c([N+](=O)[O-])cc1[N+](=O)[O-],0.4,-5,3,-5,-1.1,-8,-2,7,5,95
CCN(CC)c1ccc(NC(=O)C2CCCN(S(=O)(=O)c3cccnc3)C2)c(C)c1 (stereo not drawn),0.9,4,1,-3,-0.8,21,-3,4,4,111
COc1cccc(-n2c(=O)n(Cc3ccccc3)c(=O)c3[nH]cnc32)c1C,-1.1,0,2,-2,-1.4,13,-2,1,7,111
COc1ccc(CN2C(=O)C(C)Nc3ncnc(N4CCOCC4)c32)cc1 (stereo not drawn),-1.8,-2,-1,6,-0.7,nt,-12,-12,4,101
CCNC(=O)NC(=O)CSc1ccc(S(=O)(=O)N(C)C2CCCCC2)cn1,-0.3,-2,0,-2,1.1,8,-10,-7,-5,90
COc1cc(NC(=O)/C=C/c2ccccc2)c(C(=O)O)cc1OC,-0.2,-2,-5,3,-0.6,11,-2,1,3,99
O=C(Nc1nnc(-c2cccnc2)o1)c1cccc(Cl)c1,-1.6,-2,-1,4,-0.8,-7,-7,-1,4,108
O=C(Cc1ccc(F)cc1)N[C@@H]1c2ccccc2CC[C@H]1OCc1ccccc1,0.6,-2,3,-3,-0.2,-8,-1,-5,1,114
Nc1c(S(=O)(=O)c2ccccc2)c2nc3ccccc3nc2n1/N=C/c1ccco1,1.6,4,1,20,4.5,-1,-2,1,-22,92
